High-throughput results: PubChem BioAssay, several laboratories
Mtb FBA inh: inhibitors of M. tuberculosis fructose-bisphosphate aldolase | inhibition, % at 1 µM | purified M. tuberculosis FBA, fluorescence read-out | 360,000 tested, 2.3% active; in the data active = inhibition above about 27%;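 note: 0% = vehicle and 100% = reference inhibitor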
Target sequence (P9WQA3 whole entry, looked up): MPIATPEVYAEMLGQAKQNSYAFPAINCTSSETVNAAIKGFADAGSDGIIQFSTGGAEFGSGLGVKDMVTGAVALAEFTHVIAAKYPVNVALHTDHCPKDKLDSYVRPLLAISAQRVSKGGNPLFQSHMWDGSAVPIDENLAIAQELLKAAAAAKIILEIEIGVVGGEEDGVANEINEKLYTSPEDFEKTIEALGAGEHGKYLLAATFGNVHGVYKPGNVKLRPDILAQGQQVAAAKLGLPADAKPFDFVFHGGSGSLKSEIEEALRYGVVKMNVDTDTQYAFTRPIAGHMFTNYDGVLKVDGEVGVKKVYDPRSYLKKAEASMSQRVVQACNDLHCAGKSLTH
Rv3671c inh: Rv3671c (M. tuberculosis) protease inhibition. inhibition, % at 5.96 µM. P9WHR9. 320,000 tested, 0.048% active; in the data active = inhibition above about 38%;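 note: extracellular domain of Rv3671c used as enzyme; 0% = enzyme with DMSO and 100% = no enzyme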
Target sequence (P9WHR9 whole entry, looked up, the tested form may be a part): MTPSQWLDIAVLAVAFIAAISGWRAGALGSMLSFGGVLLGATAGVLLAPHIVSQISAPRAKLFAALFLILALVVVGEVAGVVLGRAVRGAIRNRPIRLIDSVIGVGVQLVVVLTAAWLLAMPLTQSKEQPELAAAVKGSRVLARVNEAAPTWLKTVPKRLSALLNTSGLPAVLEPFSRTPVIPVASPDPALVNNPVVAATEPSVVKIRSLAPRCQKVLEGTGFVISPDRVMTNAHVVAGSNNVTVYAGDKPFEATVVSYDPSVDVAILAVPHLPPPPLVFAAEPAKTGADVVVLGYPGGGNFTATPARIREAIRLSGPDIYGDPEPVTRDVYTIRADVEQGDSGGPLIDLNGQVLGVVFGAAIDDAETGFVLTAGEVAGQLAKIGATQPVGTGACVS
BH1578 lux ind: quorum light induction in luxS cqsA deficient V. cholerae; V. cholerae BH1578 lux reporter, luminescence, 6 h; activation, % at 18.7 µM; 350,000 tested, 0.16% active; AID 588436; in the data active = activation mostly above about 9.7%, no sharp cut-off; note: not every result past the cut was called active; inactives centre near 0; reference of the scale not given here
SARS 3CLpro inh: SARS-CoV 3CLpro protease inhibition. P0C6X7. recombinant SARS-CoV 3CLpro, quenched FRET peptide cleavage. inhibition, % at 6 µM. 290,000 tested, 0.14% active. AID 1706; in the data active = inhibition above about 12%
DUSP3 inh: DUSP3 (human) phosphatase inhibition; AID 1654; 290,000 tested, 0.52% active; recombinant VHR phosphatase, pNPP absorbance; inhibition, % at 13.3 µM; in the data active = inhibition above about 50%; note: some compounds called inactive have numbers as strong as hits
Target sequence (P51452 whole entry, looked up): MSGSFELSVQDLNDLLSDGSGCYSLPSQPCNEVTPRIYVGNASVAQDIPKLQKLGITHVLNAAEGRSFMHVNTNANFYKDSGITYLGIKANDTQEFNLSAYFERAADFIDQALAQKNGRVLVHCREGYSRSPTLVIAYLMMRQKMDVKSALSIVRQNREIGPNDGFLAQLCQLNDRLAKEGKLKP
SSB-PriA inh: K. pneumoniae PriA-SSBct interaction inhibition; AlphaScreen SSBct-PriA binding, biotinylated peptide; AID 1272365; 430,000 tested, 0.6% active; inhibition, % at 33 µM; in the data active = inhibition mostly above about 37%, no sharp cut-off; inactive = mostly below about 20%;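 note: plate controls were negative control peptide for no effect and reference peptide for full effect; strong numbers were not always called active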
MazEF act: MazEF (E. coli) toxin RNase activation; P0AE70; FAM/BHQ RNA-DNA oligo cleavage fluorescence, 5 h; activation, % at 20 µM; 350,000 tested, 0.32% active; in the data active = activation above about 50%
Target sequence (P0AE70 whole entry, looked up): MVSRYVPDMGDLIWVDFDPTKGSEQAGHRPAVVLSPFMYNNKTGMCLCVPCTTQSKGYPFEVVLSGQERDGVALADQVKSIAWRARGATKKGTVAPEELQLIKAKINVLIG
Mtb BioA inh: inhibitors of Mycobacterium tuberculosis BioA enzyme | purified M. tuberculosis BioA enzyme, plate reader | inhibition, % at 9.99 µM | 360,000 tested, 0.096% active | AID 602481; in the data active = inhibition above about 40%
GDH-TPI counter: inhibits GDH-TPI coupling enzymes, artifact for Mtb FBA screen | inhibition, % at 4.8 µM | 360,000 tested, 1.2% active | GDH-TPI coupled enzyme counterscreen, NADH absorbance; in the data active = inhibition above about 30%;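 note: 0% = DMSO wells and 100% = wells lacking the enzyme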
Mtb UGM inh: blocks M. tuberculosis UGM enzyme | purified UGM, fluorescence polarization probe displacement | 320,000 tested, 0.06% active | P9WIQ1 | inhibition, % at 10 µM; in the data active = inhibition above about 10%, passing the limit was not always enough
The depositor's hits bear a star; i = inactive; · = not tested or not shown.

Sample of the layout:
SMILES	Mtb FBA inh	Rv3671c inh	BH1578 lux ind	SARS 3CLpro inh	DUSP3 inh	SSB-PriA inh	MazEF act	Mtb BioA inh	GDH-TPI counter	Mtb UGM inh
CN1CCN(C(=O)/C=C/c2ccc(C#N)cc2)CC1	0	8	-0.1	-6	-6	-8	1	0.5	2	5.2
Cc1ccc(C(=O)O)cc1S(=O)(=O)NCC1CCCO1 (centres undefined)	2	-3	-0.3	-3	13	-10	-7	-3.7	-1	-2.1
C/C(=N\Nc1c(Cl)c(Cl)nc(C(=O)O)c1Cl)c1ccc(O)cc1	0	-2	-1.3	-2	6	·	-12	5.1	23	3.6
CC1CCCC(NC(=O)COC(=O)c2ccccc2NC(=O)c2ccco2)C1C (centres undefined)	-4	5	-1.4	5	32	-14	-5	-3.5	11	0.0

The whole of this part, repeating the preview:
SMILES	Mtb FBA inh	Rv3671c inh	BH1578 lux ind	SARS 3CLpro inh	DUSP3 inh	SSB-PriA inh	MazEF act	Mtb BioA inh	GDH-TPI counter	Mtb UGM inh
CN1CCN(C(=O)/C=C/c2ccc(C#N)cc2)CC1	0	8	-0.1	-6	-6	-8	1	0.5	2	5.2
Cc1ccc(C(=O)O)cc1S(=O)(=O)NCC1CCCO1 (centres undefined)	2	-3	-0.3	-3	13	-10	-7	-3.7	-1	-2.1
C/C(=N\Nc1c(Cl)c(Cl)nc(C(=O)O)c1Cl)c1ccc(O)cc1	0	-2	-1.3	-2	6	·	-12	5.1	23	3.6
CC1CCCC(NC(=O)COC(=O)c2ccccc2NC(=O)c2ccco2)C1C (centres undefined)	-4	5	-1.4	5	32	-14	-5	-3.5	11	0.0
COc1ccccc1N1CCN(C(c2cccs2)C(C)NC(=O)C(=O)N2CCOCC2)CC1 (centres undefined)	0	4	-0.2	-7	-8	15	12	-2.3	1	-1.5
O=C(COC(=O)c1ccco1)Nc1cc(S(=O)(=O)N2CCOCC2)ccc1Cl	0	-3	1.0	·	·	-8	5	-1.2	3	2.8
CCn1c(/C=C/c2ccccc2[N+](=O)[O-])nc2ccccc2c1=O	1	-2	-0.3	2	23	-7	3	1.1	13	0.6
Cc1nn(C)cc1C(=O)Nc1cc(Oc2ccc(Cl)cc2)cc([N+](=O)[O-])c1	-3	-38	0.2	6	40	2	-1	-9.2	1	-2.2
COC(=O)c1ccc(NC(=O)C2CCCCC2C(=O)O)cc1 (centres undefined)	2	10	-0.4	3	45	-8	-12	-0.7	-10	3.0
Cc1ccccc1NC(=O)c1ccccc1NC(=O)Cc1cccc2ccccc12	-4	-9	-0.3	-1	16	-7	-9	·	8	1.0
Cn1cnc(S(=O)(=O)NC2CCN(Cc3c(F)cccc3Cl)CC2)c1	3	-3	i	1	38	-19	4	-0.8	-16	2.9
CC(C)C(c1nnnn1C1CCCC1)N1CCC(C(N)=O)CC1 (centres undefined)	7	11	i	4	20	6	4	·	3	-0.2
CCOC(=O)c1ccccc1NC(=O)COC(=O)CSc1ccccc1	3	-11	5.3	·	·	-20	-6	·	1	0.4
Nc1nccc(-c2nn(-c3ccc(Cl)cc3)ccc2=O)n1	-4	-9	-0.6	4	6	-9	-2	·	17	-3.0
CNP(=S)(NC)OCCOc1ccc(OC)cc1	0	-2	i	3	18	-10	4	-2.0	-4	4.1
CCCCn1c(N)c(N(CCOC)C(=O)C2CCN(S(=O)(=O)c3ccc(Cl)cc3)CC2)c(=O)[nH]c1=O	1	-2	-0.8	3	5	-12	3	-1.1	0	1.3
COc1ccc(/C=C2\C(=O)N(c3c(Cl)cc(Cl)cc3Cl)N=C2NC(=O)c2cccc([N+](=O)[O-])c2)cc1	-3	-6	-0.6	4	-7	-4	-9	0.0	4	-1.3
Cc1c(C(C)CCCO)oc(=O)c2c1Oc1c(C)c(C(C)C[C@@H](C)O)oc(=O)c1C2 (some centres undefined)	0	2	-1.4	·	·	-6	4	-0.1	2	0.2
CCOC(=O)N1CCN(C(=O)N2CCOCC2)CC1	2	2	-0.3	6	12	-4	17	-2.4	1	-2.9
CS(=O)(=O)c1cccc(C(=O)OCC(=O)Nc2ccc3c(c2)OCO3)c1	-1	-4	i	·	·	3	4	5.1	-8	1.1
Fc1cccc(/C=N/Nc2ccc(Cl)nn2)c1	0	-2	-0.8	-1	-16	·	4	·	15	-1.2
CC(NC(=O)c1ccc(Cl)c(S(=O)(=O)NC2CC2)c1)c1ccco1 (centres undefined)	2	·	1.1	·	·	·	6	1.0	-10	·
Cc1ccc(-n2c(SCC(N)=O)nnc2-c2ccccn2)cc1C	-2	1	-1.4	-5	18	-7	-3	1.1	4	-0.2
COc1ccc(C(=O)NCCc2nnc3ccc(SCC(=O)N4CCCCC4)nn23)cc1	3	2	i	-4	-5	-21	-6	-2.9	7	-0.9
Cc1ccc(CNC(=O)Nc2ccccc2)c(C)c1	1	-2	-7.3	-7	14	-2	4	-0.3	5	3.7
NC(=O)N1CCN(C(=O)c2ccco2)CC1	-2	1	i	2	-6	-19	9	·	6	-2.1
O=C(NCc1cccc(F)c1)Nc1nnc([C@@H]2C[C@H](O)[C@@H](CO)O2)s1	1	·	i	·	·	·	·	1.1	8	·
Cc1ccc(/C=N/NC(=O)c2cccc(NC(=O)c3ccccc3C)c2)o1	-3	-4	-4.0	-5	23	·	13	0.7	13	-2.6
Cc1ccc(NC(=O)Cc2c[nH]c3ccccc23)cc1S(=O)(=O)N1CCCCCC1	0	-9	-4.1	4	-4	2	4	·	-4	2.3
Nc1c(C(=O)CSc2nnnn2-c2ccc(O)cc2)c(=O)[nH]c(=O)n1C1CC1	-3	·	i	·	·	-8	0	-0.5	4	·
Cc1ccc(C)c(NC(=S)NCCN(C2CCCCC2)C2CCCC2)c1	-1	-1	i	3	4	-3	6	-0.5	0	0.4
O=C(Cn1nc(C(=O)O)c2ccccc2c1=O)Nc1cccc(S(=O)(=O)N2CCCCC2)c1	-1	-15	i	·	·	-7	10	-0.4	-3	-2.1
COc1ccccc1CN(Cc1nc2ccccc2c(=O)[nH]1)C(=O)Nc1ccccc1C	9	-6	-0.3	7	17	2	7	1.4	6	-0.1
COc1ccccc1N1CCN(C(=O)c2cccc(S(=O)(=O)N3CCCCCC3)c2)CC1	-3	10	-7.1	·	·	5	-3	-1.2	1	·
CCOc1ccccc1NC1c2ccccc2C(=O)N1c1ccc(C)cn1 (centres undefined)	-1	2	i	2	21	-7	6	-1.5	9	0.5
Cn1ncc(Cl)c1C(=O)NCc1ccc2c(c1)OCO2	-2	4	1.0	7	10	-13	1	-0.1	3	-2.4
CN(Cc1ccccc1)C(=O)c1cccc(NC(=O)Cc2cccc(NC(=O)C3CCN(C(=O)C4CC4)CC3)c2)c1	1	·	-1.1	·	·	4	3	-0.3	0	·
COc1cc(C(=O)N2CCC(NC(=O)C(Cc3ccc(C)cc3)NC(C)=O)CC2)cc(OC)c1OC (centres undefined)	-1	2	-0.2	-5	17	-18	2	·	12	1.7
O=C(C=Cc1cccc(Cl)c1)c1ccccc1	-4	·	i	·	·	-4	-7	-0.7	4	·
Cc1ccc(NC(=O)C(=O)NC(C)C2COc3ccccc3O2)cc1 (centres undefined)	-6	-4	·	2	15	-8	-6	-1.4	8	2.6
CCOc1ccc(Nc2nc(-c3cccnc3)cs2)cc1	0	4	i	1	17	-3	-6	-0.4	16	0.7
O=C(Nc1ccc(F)cc1)C1CCN(S(=O)(=O)c2cccc3nonc23)CC1	-5	0	-0.4	-4	10	1	8	-0.8	2	0.9
CCN(CC)CCNC(=O)c1cn(CC)c2ccc(S(=O)(=O)N3CCOCC3)cc2c1=O	2	-3	i	-1	27	-9	9	0.2	13	1.5
CCOc1ccccc1N1CCN(CC(=O)N(CC(C)C)c2c(N)n(CC(C)C)c(=O)[nH]c2=O)CC1	3	-7	i	2	23	-1	3	·	4	3.4
COc1ccccc1N(CC(=O)N1CCCCC1C)S(=O)(=O)c1ccc(Cl)cc1 (centres undefined)	2	·	-0.7	·	·	·	-4	-0.4	12	·
Cc1nc(SCC(=O)N2CCC(C(N)=O)CC2)n[nH]1	4	-1	-0.4	2	-1	-10	4	·	15	0.4
Cc1ccc(C2(C)NC(=O)N(CC(=O)Nc3cc(S(=O)(=O)N(C)C)ccc3C)C2=O)cc1 (centres undefined)	6	4	i	6	32	-11	-5	-0.2	3	1.0
O=c1cc(O)c2sc3nc(C(F)(F)F)c4c(c3c2[nH]1)CCCCC4	-1	7	-0.2	2	4	-1	2	2.1	9	3.4
COc1ccc(S(=O)(=O)N2CCOCC2)cc1NC(=O)CNC(=O)c1cccs1	-2	-2	i	·	·	-1	2	-0.4	-4	-2.3
O=C(CSc1nc2ccccc2s1)Nc1ncccn1	-2	-2	i	-5	-2	1	3	-1.2	13	-2.8
O=[N+]([O-])c1ccc(C2=Nc3cc(Cl)ccc3OC2)cc1	-2	1	i	-3	19	3	-1	·	2	-0.7
CCOc1cc(N)c(Cl)cc1C(=O)NCC1CN(Cc2ccc(F)cc2)CCO1 (centres undefined)	2	2	i	·	·	-4	1	0.8	14	-1.4
COc1ccc(C(=O)Nc2cccc(-c3ccc(N4CCOCC4)nn3)c2)cc1OC	3	-1	-2.8	·	·	-2	0	4.8	9	1.5
CCC(C)NC(=O)CSc1ccc(S(=O)(=O)N(C)C2CCCCC2)cn1 (centres undefined)	-1	0	i	·	·	-26	2	3.6	-1	-0.9
CCc1nc2ccc(C(=O)Nc3ccc(OC)c(OC)c3)cn2c1N(C)Cc1cccs1	-1	·	i	·	·	·	·	-2.2	7	·
Cc1c(C(=O)Nc2ccc3c(c2)OCO3)sc2ncn(CC(=O)N3CC(C)CC(C)C3)c(=O)c12 (centres undefined)	0	-18	-0.4	3	4	-12	12	0.6	19	3.1
O=C(OC(C(=O)NC1CCCCC1)c1ccccc1)c1ccco1 (centres undefined)	-3	-3	-0.4	-1	-14	-2	10	0.7	4	-1.5
O=C1Nc2c(Br)cc(Br)cc2C1(O)N1CCOCC1 (centres undefined)	0	-3	i	5	15	-16	-8	1.6	0	0.1
N#CCCN(C(=O)COC(=O)c1ccc(S(=O)(=O)Nc2ccccc2)cc1)c1ccccc1	-4	-4	-0.2	-1	-7	3	-3	·	-2	2.4
CC(=O)N1N=C(c2cccc([N+](=O)[O-])c2)OC1(C)CC(=O)Nc1ccccc1 (centres undefined)	4	-6	0.7	2	-2	-5	9	1.0	9	1.7
Continuation:
SMILES	Mtb FBA inh	Rv3671c inh	BH1578 lux ind	SARS 3CLpro inh	DUSP3 inh	SSB-PriA inh	MazEF act	Mtb BioA inh	GDH-TPI counter	Mtb UGM inh
COc1cc(CO)c(Br)cc1OCC(=O)Nc1ccccc1C	-1	-1	i	4	11	-4	2	·	1	1.7
Cc1ccc(-c2c[n+](CC(=O)Nc3ccc(C)cc3C)c3n2CCC3)cc1	-2	4	i	0	29	-12	19	0.9	7	-1.4
CC1Cc2nc(SCC(=O)NCC3CCCO3)n(Cc3ccccc3)c(=O)c2S1 (centres undefined)	0	-3	i	0	43	-12	-2	12	-7	-1.6
Cc1ccc(S(=O)(=O)N2CCN(C(=O)COC(=O)CNC(=O)c3ccc(C(C)(C)C)cc3)CC2)c(C)c1	-2	-7	-0.3	·	·	1	-6	-0.4	2	0.7
CC1CC(C)CN(S(=O)(=O)c2ccc(F)c(C(=O)Nc3ccc(Cl)cc3F)c2)C1 (centres undefined)	-3	-1	7.1	1	16	-9	8	·	-7	-2.8
Cn1c(=O)c2nc(Cl)c(-c3ccccc3)nc2n(C)c1=O	33*	-9	-0.3	4	-2	2	1	·	8	-0.4
COc1ccc(CNC(=O)CSc2nc3nc(C)cc(C)n3n2)cc1	0	4	i	2	1	-2	4	-2.0	1	-0.2
CCCC(=O)c1cc2cc(Cl)ccc2oc1=O	1	-8	-0.6	0	34	1	-1	-0.7	-3	-3.8
Cc1ccccc1C(=O)N[C@H](C(=O)Nc1ccc(Cl)c(Cl)c1)C(C)C	-4	-4	-1.6	-5	-6	-5	-4	6.4	6	1.6
CN1CCC(NC(=O)c2cccs2)CC1	-1	3	-0.2	-4	15	-6	3	-0.5	0	2.2

An excerpt. The share of hits here may be higher or lower than overall.
